# TIM10 inh: growth inhibitors of isogenic TIM10 control yeast, primary screen, counter-screen for tim10-1 yeast inhibitor project, luminescence, uHTS; S. cerevisiae TIM10 strain growth, BacTiter-Glo luminescence, 24 h; inhibition, % at 10 µM; 1.4% of 330,000 active; AID 463195, 2010;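 active means inhibition of 40% or more at the single tested concentration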;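 further: wild-type TIM10 isogenic control strain grown at permissive 25 °C; 0% = DMSO yeast wells and 100% = minimal medium wells without yeast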
# NR3A LBD binder: binders of NR3A ligand-binding domain, primary screen, biophysical, differential scanning fluorimetry, uHTS | Glutamate receptor ionotropic, NMDA 3A (GRIN3A) ligand-binding domain | NR3A LBD differential scanning fluorimetry, Tm shift; 0% = protein alone, 100% = glycine-bound protein | Tm shift relative to glycine control, % at 25 µM | 2.5% of 340,000 active;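 active means melting temperature shift of at least 10% of the positive control shift, at one fixed dose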
# Mdm2-MdmX inh: inhibitors of human Mdm2-MdmX association, primary screen, cell-based, luminescence, split luciferase, SaOS-2, uHTS. SaOS-2 split-luciferase Mdm2/MdmX complementation. Protein Mdm4 (Homo sapiens) + E3 ubiquitin-protein ligase Mdm2 (Homo sapiens), …. inhibition, % at 8 µM. 3% of 330,000 active;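 active means inhibition of at least 50% at 8 µM in the primary screen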
# APJ agonist: agonists of human apelin receptor APJ, primary screen, CHO-K1 cells, PathHunter beta-arrestin, luminescence | 0.11% of 330,000 active | P35414 | 0% DMSO wells, 100% apelin | AID 2520, 2010 | activation, % at 20 µM;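 active means activation more than six SD over the plate average, tested at 20 µM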;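 further: 0% = DMSO alone and 100% = apelin-13 at 10 nM; some results filed as inactive read as strong as hits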
# Target sequence (P35414 whole entry, looked up): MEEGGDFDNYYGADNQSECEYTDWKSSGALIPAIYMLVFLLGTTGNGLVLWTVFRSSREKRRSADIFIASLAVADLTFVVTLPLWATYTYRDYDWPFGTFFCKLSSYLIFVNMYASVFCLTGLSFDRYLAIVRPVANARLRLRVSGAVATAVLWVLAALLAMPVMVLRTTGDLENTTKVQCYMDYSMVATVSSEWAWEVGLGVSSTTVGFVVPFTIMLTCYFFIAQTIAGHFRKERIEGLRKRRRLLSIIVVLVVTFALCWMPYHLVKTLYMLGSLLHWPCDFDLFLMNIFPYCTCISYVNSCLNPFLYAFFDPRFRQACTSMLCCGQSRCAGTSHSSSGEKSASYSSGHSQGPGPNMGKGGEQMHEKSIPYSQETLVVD
#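 Assay system: engineered CHO-K1 APJ arrestin reporter cells; Amount: 1000 CHO-K1 reporter cells seeded per well; Dosing: one dose, 20 µM compound, 1% DMSO; Times: compound stimulation 90 min at 25 °C, detection 60 min; Measured by: luminescent beta-gal fragment complementation, chemiluminescent substrate; Read-out: APJ–arrestin association signal; Controls: DMSO vs Apelin-13 10 nM.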
# tim23-1 inh: growth inhibitors of tim23-1 mutant yeast, primary screen, luminescence, uHTS; AID 463212, 2010; 1.3% of 330,000 active; S. cerevisiae tim23-1 growth, BacTiter-Glo luminescence, 24 h; inhibition, % at 20 µM;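 active means growth inhibition of the mutant yeast at or above 50%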;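 further: temperature-sensitive mutant grown at 25 °C; plate controls were DMSO-treated mutant yeast for no effect and medium wells lacking yeast for full effect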
# XBP1 UPR activ: activators of adaptive XBP1 UPR arm, primary screen, cell-based, CHO-XBP1 luciferase reporter, luminescence, uHTS; 0.33% of 330,000 active; IRE1-XBP1 UPR activation; percent of tunicamycin response, DMSO as zero; activation, % at 20 µM;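 active means versus positive control, 20 µM dose yields 30% or more activation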;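 further: 100% = tunicamycin at 10 µg/mL and 0% = DMSO only wells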
#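 Material: CHO-XBP1 cells stably carrying IRE1-XBP1-driven luciferase reporter | Medium: F12 with 10% serum | Compound dosing: 20 µM single concentration, DMSO 1% | Incubation: Overnight seeding at 37 °C, 6 h compound treatment at 37 °C | Detection: Steady-Glo luminescence read | Read-out basis: % activation of reporter signal versus tunicamycin and DMSO controls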
# tim10-1 inh: growth inhibitors of tim10-1 mutant yeast, primary screen, luminescence, uHTS; inhibition, % at 20 µM; AID 463190, 2010; S. cerevisiae tim10-1 ts strain growth, BacTiter-Glo, 24 h; 2.2% of 330,000 active;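 active means inhibition of at least 40%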;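 further: mutant grown at 25 °C; 0% = DMSO wells with yeast and 100% = wells holding no yeast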
# CHOP UPR activ: activators of apoptotic CHOP UPR arm, primary screen, cell-based, CHO-CHOP luciferase reporter, luminescence, uHTS | UPR activation; percent of tunicamycin response over DMSO baseline | activation, % at 10 µM | 0.34% of 330,000 active | AID 449763, 2010;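 active means at 10 µM dose, activation of 40% or more, normalized to positive control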;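 further: 100% = tunicamycin at 10 µg/mL and 0% = DMSO alone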
#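 Assay system: CHO-CHOP cells, stable luciferase reporter of PERK-eIF2a-CHOP signalling / Buffer or medium: F12 plus 10% serum / Compound dosing: one dose, 10 µM in 0.5% DMSO / Times: 6 h compound treatment, 37 °C / Technique: luciferase luminescence / Read-out: % reporter activation, DMSO baseline versus tunicamycin full activation / Benchmarks: tunicamycin and DMSO controls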
# NALP3 yeast inh: NALP3 inflammasome inhibitors in reconstituted yeast, primary screen, luminescence, uHTS; Yeast reconstituted NLRP3/ASC/caspase-1, beta-gal luminescence, 24 h; 0.39% of 330,000 active; AID 2825, 2010; inhibition, % at 10 µM;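 active means inhibition of 50% or more; inactive means inhibition below 50%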;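 further: plate controls were induced DMSO wells for no effect and uninduced yeast grown without galactose for full effect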
# * marks the source's active call; other numbers are inactive results; x = no result given.
SMILES,TIM10 inh,NR3A LBD binder,Mdm2-MdmX inh,APJ agonist,tim23-1 inh,XBP1 UPR activ,tim10-1 inh,CHOP UPR activ,NALP3 yeast inh
Cc1nnc(NC(=O)CSc2nnc(-c3ccco3)o2)s1,11.0,0.9,22.4,-1.7,-10.4,-2.3,4.2,1.4,7.9
CCCn1nc(C(=O)OCC(=O)Nc2cccc(OC)c2)c2ccccc2c1=O,-23.7,-14.5,17.3,-1.6,-5.5,-0.5,-9.8,-1.4,23.5
Cc1cc(C)n(CCNS(=O)(=O)c2ccccc2)n1,3.5,-2.2,-6.6,-0.8,2.3,3.0,10.6,5.3,7.4
CCOc1ccccc1/C=N/Nc1nc2ccccc2o1,-16.7,-2.4,-6.6,-4.9,1.3,-1.3,-4.1,2.4,22.9
O=C(Nc1ccc(Br)cc1F)c1ccc2c(c1)OCCO2,-8.5,2.2,-125.6,3.0,21.2,-9.3,14.9,-2.6,33.8
CCOC(=O)COn1c(=O)c(-c2ccc(Br)cc2)[n+]([O-])c2ccccc21,-7.5,-2.7,5.9,0.8,2.0,-2.5,15.9,2.3,16.0
CCn1cc(C(=O)Nc2ccccc2C(=O)OC)cn1,-10.8,-2.2,14.3,-0.8,-2.7,-5.3,0.7,-0.1,15.8
Cc1nn(C)cc1/C=N/NC(=O)c1ccco1,7.7,-1.5,15.6,-0.1,4.7,-1.5,3.4,4.9,18.4
O=C(O)C1(c2cccc(Cl)c2)CCC1,-1.8,-1.5,6.4,5.1,10.6,-3.3,6.9,0.0,4.7
CCc1nnc(NC(=O)CSc2nnc(-c3ccc(O)cc3)n2C)s1,-7.3,0.8,9.7,-1.4,-3.8,-1.1,6.9,-2.1,0.2
Cc1nn(-c2ccccc2)c(C)c1/C=N/NC(=O)c1cc(C(C)(C)C)[nH]n1,2.0,-1.1,17.3,1.9,20.7,-0.9,-14.3,-0.7,-4.0
CCOC(=O)N1CCN(C(=O)CCCN2C(=O)CSc3nc(C)cc(C)c32)CC1,5.7,-1.1,19.6,-4.9,2.6,-3.7,-1.1,-2.9,-6.8
COc1cc(CN2CCNC(=O)C2CC(=O)NCCC2=CCCCC2)cc(OC)c1 (stereo unspecified),17.4,-0.4,-19.1,-1.6,9.8,0.1,8.2,-0.1,14.1
COc1cc2c(cc1OC)C(C(=O)Nc1ccc3c(c1)OCCO3)C1c3ccccc3CCN1C2=O (stereo unspecified),12.3,-2.7,12.9,1.3,-5.3,-2.3,4.4,-1.1,10.5
CC(=O)Nc1ccc(Nc2nnc(-c3ccc(C)c(S(=O)(=O)NCC4CCCO4)c3)c3ccccc23)cc1 (stereo unspecified),5.8,-0.4,20.1,-3.3,5.5,0.2,-7.5,-0.8,16.2
CCN(CC)c1ccc(-c2sc(Nc3ccccc3)n[n+]2-c2ccc(F)cc2)cc1,-1.5,-9.0,29.2,0.6,8.1,4.1,-5.0,6.6,16.6
Cc1nc(N2CCN(c3ccccc3)CC2)[nH]c(=O)c1CCC(C)C,5.4,1.1,7.8,-2.1,2.1,0.7,-6.0,3.3,23.1
O=C(CCN1C(=O)c2cccc([N+](=O)[O-])c2C1=O)Nc1nccs1,-4.7,0.0,19.5,-3.1,-1.8,8.7,12.1,1.8,8.1
COc1ccccc1-c1cc2nc(C)c(CCC(=O)NC(C)CCc3ccco3)c(C)n2n1 (stereo unspecified),2.8,0.8,22.1,-2.4,-4.7,-1.8,3.9,0.0,14.1
CC(=O)c1ccc(OCCCC(=O)Nc2cccc(-c3nn[nH]n3)c2)cc1,-11.6,-0.4,15.3,-4.9,10.5,-3.4,-7.8,-0.1,3.6
COc1ccccc1NC(=O)Cn1nnc(-c2ccccc2NC(=O)c2cc3ccccc3oc2=O)n1,12.1,-1.2,25.8,0.2,10.0,21.4,19.0,11.6,5.5
Cc1ccc(C)c(S(=O)(=O)N2CCN(C(=O)CN3C(=O)NC(C)(C)C3=O)CC2)c1,7.7,0.4,-1.9,-3.7,1.0,-0.5,8.0,0.8,17.3
COc1ccccc1C(=O)COC(=O)CNS(=O)(=O)c1ccc(NC(C)=O)cc1,1.5,0.8,-8.0,5.9,-7.7,1.6,-1.4,0.3,3.3
Cc1ccc(CSCCNC(=O)c2ccc(N(C)S(=O)(=O)c3ccccc3)cc2)cc1,10.5,-4.6,19.0,-2.7,21.1,-2.2,26.8,-1.5,13.3
O=C(CNS(=O)(=O)c1ccc(F)c(Cl)c1)N1CCCC1,-3.9,-2.0,15.0,2.4,-0.4,-6.2,11.9,-1.8,4.4
CC(=O)N1CCN(C(=O)c2c(-c3ccccc3)noc2C)CC1,-7.4,-1.6,12.3,-1.9,-9.0,-1.1,-6.5,-0.4,3.2
COc1ccc(OC)c(NC(=O)c2cccc(NC(=O)c3ccccc3)c2)c1,7.3,-4.4,20.5,3.6,17.4,-3.1,29.7,-2.0,26.9
CN1C2CCC1CC(NC(=O)c1cc(S(=O)(=O)N(C)C)c(Cl)cc1Cl)C2 (stereo unspecified),5.7,1.2,8.0,-1.4,6.4,-0.6,-3.0,0.9,9.3
CC(C)N(C(=O)c1ccc(C(=O)Nc2ccc([N+](=O)[O-])cc2)cc1)C(C)C,-8.7,-5.3,-1.0,-3.0,-4.5,-2.6,-4.0,-0.2,11.3
O=C1c2ccccc2OCOc2ccccc21,-20.5,3.1,26.3,-3.7,-0.5,1.4,-13.8,-1.4,25.5
c1ccc(CCNc2nc(-c3ccccn3)cs2)cc1,19.6,1.2,-42.9,-4.5,-25.6,17.9,24.9,9.3,24.3
CCN1CCC2(CC1)N=C(c1ccc(F)cc1)C(=S)N2C(=O)c1ccc(C)cc1,-14.4,1.9,1.6,4.0,36.8,15.5,28.6,6.9,10.8
Cc1c(C)n2c(SCC(=O)NCc3ccc4c(c3)OCO4)nnc2[nH]c1=O,-8.8,1.8,-12.2,-7.8,-6.9,-2.8,-11.9,0.6,-2.0
Cc1cc(-c2ccc(C)c(S(=O)(=O)NCCc3ccc(S(N)(=O)=O)cc3)c2)on1,3.1,0.7,14.0,6.2,-2.7,-1.6,-3.8,2.6,-12.2
S=c1[nH]nc(C2CCCCC2)n1/N=C/C(Cl)=C\c1ccccc1,33.9,-11.4,42.8,-2.9,44.9,5.6,34.0,-0.3,30.4
COc1ccc([C@H]2CC(=O)C=C(c3cc(Br)ccc3OC)C2)cc1,7.9,0.2,50.0*,-6.0,28.3,0.5,16.7,2.1,15.8
c1cncc(CNc2ncnc3ccc(-c4cccnc4)cc23)c1,-1.3,-2.4,3.6,-3.1,-9.3,1.8,-4.2,4.5,19.3
COc1cc(NC(=O)CSc2nnc(C)s2)cc(OC)c1OC,6.6,-0.7,20.7,2.2,11.5,2.8,-9.9,-1.6,6.1
COc1ccccc1NC(=O)Nc1nn(C)c2cccc(N(C)C)c12,17.7,-0.1,17.6,-0.4,32.6,2.3,13.7,0.6,16.5
Cc1nn(C)cc1NC(=O)Cn1nc(C(F)(F)F)cc1C1CC1,7.1,1.4,-7.7,-2.9,6.4,3.2,3.5,-0.9,13.4
CCCCc1cc(=O)oc2cc(OCC(=O)Nc3cccnc3)c(Cl)cc12,-7.8,0.7,17.9,-0.6,-13.2,18.4,0.4,0.5,1.4
Cc1ccc(C(=O)OCC(=O)c2ccc(CC(=O)N3CCOCC3)s2)c(C)c1,-0.9,-0.1,20.1,-5.5,-1.5,-2.6,6.7,0.9,4.5
Cc1ccc(CN2C(=O)CCC2C(=O)NCCCN2CCOCC2)cc1 (stereo unspecified),-2.5,-3.7,5.7,-3.5,3.8,-1.9,3.5,-0.9,7.1
COc1cccc(CNC(=O)CN2C(=O)CSc3ccc(S(=O)(=O)N4CCCC4)cc32)c1,-3.9,-1.1,21.5,0.0,2.6,-1.8,-11.6,0.1,5.5
Cc1ccc2c(c1)N(CC(=O)N1CCCCC1C)C(=O)CO2 (stereo unspecified),9.1,-0.8,-4.1,-1.9,-3.6,0.7,-32.9,-0.7,13.0
CCOc1ccc(NC(=O)CCCn2c(=S)[nH]c3ccsc3c2=O)cc1,7.5,2.7,-10.3,-1.6,11.3,-0.6,20.2,0.2,-3.8
CN1CCN(C(=S)Nc2ccc(Cl)cc2Cl)CC1,1.2,-2.1,7.0,-1.6,0.3,3.1,14.8,4.5,15.1
Nc1scc[n+]1Cc1cccc2cccnc12,-14.6,-0.7,-2.6,-6.1,4.1,-0.7,1.1,0.9,-7.8
Cc1ccc(-n2ncc3c(=O)[nH]c(SCC(=O)N4CCC(C)CC4)nc32)cc1C,-6.8,1.8,23.7,-2.5,-5.5,1.9,-3.7,0.2,12.3
CCn1cc(C(=O)O)c(=O)c2cnc(N3CCN(C(=S)NC(=O)c4ccc(Cl)cc4Cl)CC3)nc21,3.5,-1.9,-17.1,-2.7,-5.7,-0.5,-28.5,0.4,3.8
CCN1CCN(C(c2ccc(C(F)(F)F)cc2)c2ccc3cccnc3c2O)CC1 (stereo unspecified),-53.9,4.1,73.9*,-3.5,48.8,10.6,28.0,4.6,43.9
CCn1c(=O)cc(SCC(=O)N2CCN(C)CC2)c2ccccc21,-34.8,3.0,37.4,-1.5,-9.5,0.1,11.1,-0.6,7.5
CCc1cccc(NC(=O)c2ccc(Br)o2)c1,13.1,1.0,-11.2,4.2,28.6,0.8,20.2,5.3,22.9
CC(c1cc2ccccc2s1)N(O)C(N)=O (stereo unspecified),5.0,x,16.6,-1.1,-9.6,-4.6,15.4,-1.7,17.8
O=C(CCNS(=O)(=O)c1ccccc1C(F)(F)F)NCCCSc1ccccc1,6.6,-2.5,-5.7,4.4,2.3,-4.9,10.6,-1.0,7.5

# Structures listed above that bear a hit mark in Mdm2-MdmX inh.
Molecule | NR3A LBD binder | Mdm2-MdmX inh | NALP3 yeast inh
COc1ccc([C@H]2CC(=O)C=C(c3cc(Br)ccc3OC)C2)cc1 | 0.2 | 50.0* | 15.8
CCN1CCN(C(c2ccc(C(F)(F)F)cc2)c2ccc3cccnc3c2O)CC1 (stereo unspecified) | 4.1 | 73.9* | 43.9

# Compound activity: PubChem, Sanford-Burnham Center for Chemical Genomics
